Screens deposited in PubChem BioAssay by Broad Institute.
RAD54 branch: RAD54 (human) branch migration inhibition; inhibition, % at 10.4 µM; RAD54 Holliday junction branch migration, FAM/BHQ fluorescence; actives 0.14% (n = 360,000); Q92698;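 active = mean normalized replicate activity at least 40 and at least half of replicates scoring 40 or more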;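 also: 0% = median of neutral control wells and 100% = median of positive control wells; inhibitors cause a drop in the FAM fluorescence signal; in these data hits start at about 50%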
ARNT TACC3 PPI: disrupts binding between human ARNT and TACC3 | Q9Y6A5 | AlphaScreen His-ARNT PAS-B/GST-TACC3 binding, luminescence; TACC3 fragment carries E629A point mutation | inhibition, % at 9.99 µM | actives 0.66% (n = 390,000);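 active = mean inhibition of replicates at least 50% and at least half of replicates each reaching 50%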;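 also: 0% = complete ARNT plus TACC3 wells and 100% = ARNT alone without TACC3; many hits fall short of the cut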
esBAF inh: blocks esBAF chromatin remodeling in mouse ES cells. Bmi1-luciferase knock-in reporter, 24 h; 100% = twice the neutral-well signal. actives 2% (n = 350,000). AID 602393. reporter increase, % at 12.5 µM; in the data active = activation above about 40%;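 also: 0% = median of the plate's neutral control wells and 100% = double that signal; a rise in the Bmi1 reporter signal indicates esBAF inhibition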
INS-1E GSIS act: GLuc luminescence reporter in INS-1E cells, primary screen for activators of glucose-dependent secretion of insulin; INS-1E GLuc reporter insulin secretion, 2-3 h; activation, % at 16.6 µM; actives 0.61% (n = 370,000);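 active = lowest replicate activation of at least 40%, so every replicate reaches that level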;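 also: 0% = median of neutral control wells and 100% = median of IBMX positive control wells; some compounds called inactive have numbers as strong as hits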
ERAP1 inh: ERAP1 (human) enzyme inhibition. Q9NZ08. actives 0.15% (n = 340,000). inhibition, % at 10.7 µM. recombinant ERAP1, Leu-AMC fluorescence, 60 min. AID 652197;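 active = mean replicate inhibition of at least 30%, or all replicates individually reaching that 30% level; inactive = mean below 30% and not every replicate reaching it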;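 also: 0% = neutral control wells and 100% = L-leucinethiol positive control wells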
Target sequence (Q9NZ08 whole entry, looked up): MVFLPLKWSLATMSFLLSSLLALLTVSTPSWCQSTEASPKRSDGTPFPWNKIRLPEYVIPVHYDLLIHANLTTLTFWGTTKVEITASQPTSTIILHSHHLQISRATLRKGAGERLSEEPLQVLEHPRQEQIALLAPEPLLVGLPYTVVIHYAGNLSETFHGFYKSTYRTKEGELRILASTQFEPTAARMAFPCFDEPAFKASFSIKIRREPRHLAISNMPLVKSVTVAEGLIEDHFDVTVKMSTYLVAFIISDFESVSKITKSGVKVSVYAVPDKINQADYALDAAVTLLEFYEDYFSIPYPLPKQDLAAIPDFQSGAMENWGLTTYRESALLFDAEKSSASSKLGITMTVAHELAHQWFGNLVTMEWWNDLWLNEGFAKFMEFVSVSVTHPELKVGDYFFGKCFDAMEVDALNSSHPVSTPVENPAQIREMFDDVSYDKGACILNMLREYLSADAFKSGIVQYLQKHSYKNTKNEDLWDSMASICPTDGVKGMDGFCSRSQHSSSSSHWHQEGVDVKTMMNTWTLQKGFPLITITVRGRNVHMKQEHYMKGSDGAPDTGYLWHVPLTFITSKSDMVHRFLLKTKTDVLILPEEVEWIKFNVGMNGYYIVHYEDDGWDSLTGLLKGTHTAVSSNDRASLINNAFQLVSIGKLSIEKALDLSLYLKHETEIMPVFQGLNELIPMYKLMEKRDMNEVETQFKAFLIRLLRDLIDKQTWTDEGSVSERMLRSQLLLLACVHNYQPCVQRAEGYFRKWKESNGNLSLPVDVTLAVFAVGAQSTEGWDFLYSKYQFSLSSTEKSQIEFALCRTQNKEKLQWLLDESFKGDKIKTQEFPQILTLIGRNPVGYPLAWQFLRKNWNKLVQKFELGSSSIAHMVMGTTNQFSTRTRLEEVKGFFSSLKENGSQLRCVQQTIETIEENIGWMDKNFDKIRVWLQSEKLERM
Xi reactivation: activators of X-chromosome reactivation in mouse fibroblasts. activation, % at 7.58 µM. XiGFP mouse fibroblasts, % GFP-positive cells imaging, 3 d; cells co-treated with 5-aza-dC sensitizer; scaled so ellipticine positive control = 100%. AID 743238. actives 0.055% (n = 360,000);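 active = mean normalized replicate activation at least 10% and every replicate at or above 10%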;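 also: 0% = median of on-plate neutral control wells and 100% = ellipticine 6 µM median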
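material = 68-5-11 XiGFP fibroblast line | medium = DMEM plus 5-aza-dC sensitizer | schedule = 3 days compound exposure | benchmarks = positive control ellipticine, 6 µM final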
CFTR F508del cor: CFTR F508del correction in bronchial cells; CFBE cells, YFP halide quenching; stimulated with forskolin plus potentiator P3; % fluorescence drop versus neutral controls; AID 720511; actives 0.36% (n = 350,000); activity (quench increase), % at 7.58 µM;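 active = mean added fluorescence quench of at least 8% versus neutral control, with both replicates also reaching 8%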;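 also: cells transiently co-express mutant CFTR-F508del with the halide-sensitive YFP; corrector assay measuring rescue of mutant channel to the surface after 24 h compound exposure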
RAD52 anneal inh: blocks human RAD52 DNA annealing. recombinant RAD52 DNA annealing, FRET fluorescence. actives 0.46% (n = 360,000). inhibition, % at 18.7 µM. P43351;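 active = every replicate showing at least 50% inhibition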
The depositor's hits bear a star.

What do the screens show for `C[C@@H]1CN([C@H](C)CO)C(=O)c2cc(C#Cc3cccc(F)c3)cnc2O[C@H]1CN(C)C(=O)c1ccccc1F`?
RAD54 branch: 3; ARNT TACC3 PPI: 3; esBAF inh: -6; INS-1E GSIS act: 0; ERAP1 inh: 2; Xi reactivation: -1.2; CFTR F508del cor: -2.6; RAD52 anneal inh: 4

How did O=C(CCc1ccccc1)N1CCN(c2ccccc2F)CC1 do in these assays?
RAD54 branch: -14; ARNT TACC3 PPI: -3; esBAF inh: -10; INS-1E GSIS act: 3; ERAP1 inh: -5; Xi reactivation: 0.2; CFTR F508del cor: 3.1; RAD52 anneal inh: -5

Results for O=C(COc1ccccc1)Nc1ccc(S(=O)(=O)Nc2ccccn2)cc1 ?
RAD54 branch: -2; ARNT TACC3 PPI: -31; esBAF inh: 0; INS-1E GSIS act: 22; ERAP1 inh: 2; Xi reactivation: 0.5; CFTR F508del cor: -2.2; RAD52 anneal inh: 1

Results for COc1ccc(NC(=O)Cn2nnc(C(=O)NCc3ccc(C)cc3)c2N)cc1OC ?
RAD54 branch: 5; ARNT TACC3 PPI: -5; esBAF inh: -5; INS-1E GSIS act: 3; ERAP1 inh: 0; Xi reactivation: 0.0; CFTR F508del cor: 0.6; RAD52 anneal inh: -6

How did CN1CCC(N(C)C(=O)CNC(=O)c2ccc(C(C)(C)C)cc2)CC1 do in these assays?
RAD54 branch: 4; ARNT TACC3 PPI: 3; esBAF inh: 9; INS-1E GSIS act: 3; ERAP1 inh: -3; Xi reactivation: 0.1; CFTR F508del cor: -1.3; RAD52 anneal inh: -24

How did Cc1nn(C(C)C(=O)NCCc2cccs2)c(=O)c2nn(-c3ccccc3)c(C)c12 (stereo unspecified) do in these assays?
RAD54 branch: 7; ARNT TACC3 PPI: 11; esBAF inh: 8; INS-1E GSIS act: -9; ERAP1 inh: -2; Xi reactivation: -0.1; CFTR F508del cor: 1.5; RAD52 anneal inh: -7

How did CO[C@@H]1CC[C@H]2CCN(C)C(=O)[C@H](C)[C@H](OC)CN(C)C(=O)c3cc(C#N)ccc3OC[C@H]1O2 do in these assays?
RAD54 branch: 18; ARNT TACC3 PPI: -8; esBAF inh: -5; INS-1E GSIS act: 1; ERAP1 inh: -1; Xi reactivation: 0.2; CFTR F508del cor: -0.8; RAD52 anneal inh: -3

Results for O=C(Nc1cccc2[nH]c([C@H]3C[C@H](O)[C@@H](CO)O3)nc12)NC(c1ccccc1)c1ccccc1 ?
RAD54 branch: 0; esBAF inh: -7; INS-1E GSIS act: 8; Xi reactivation: 0.1; CFTR F508del cor: 2.6; RAD52 anneal inh: -28

Results for CC(=O)Nc1cccc(-c2ccnc3c2CC(C)(C(=O)NCc2ccncc2)O3)c1 (stereo unspecified) ?
RAD54 branch: 5; esBAF inh: 0; ERAP1 inh: -1; Xi reactivation: 0.0; CFTR F508del cor: -1.1; RAD52 anneal inh: 5

Results for O=C(CSc1cccc2cccc(Cl)c12)NC1=NCCS1 ?
ARNT TACC3 PPI: 2; INS-1E GSIS act: -6; ERAP1 inh: -4; Xi reactivation: 0.1; CFTR F508del cor: -5.1; RAD52 anneal inh: -20

Results for COCc1cn(CC[C@H]2CC[C@H](NC(=O)Nc3c(C)noc3C)[C@@H](CO)O2)nn1 ?
RAD54 branch: -1; ARNT TACC3 PPI: 12; esBAF inh: -3; INS-1E GSIS act: 8; ERAP1 inh: 2; Xi reactivation: 0.6; CFTR F508del cor: -0.8; RAD52 anneal inh: 2

What do the screens show for `COc1ccc(C(C(=O)NC2CCCCC2)N(C(=O)Cc2c[nH]c3ccccc23)c2ccccc2)cc1OC` (stereo unspecified)?
RAD54 branch: -1; ARNT TACC3 PPI: 9; INS-1E GSIS act: -37; Xi reactivation: 0.0

How did COc1ccc(S(=O)(=O)NCCOc2ccccc2)cc1F do in these assays?
RAD54 branch: 4; ARNT TACC3 PPI: 3; esBAF inh: -3; INS-1E GSIS act: 5; ERAP1 inh: 0; Xi reactivation: -0.1; CFTR F508del cor: 1.6; RAD52 anneal inh: -10

How did COc1ccc(-n2nnnc2C(C2CC2)N2CCN(C/C=C/c3ccccc3)CC2)cc1 (stereo unspecified) do in these assays?
RAD54 branch: 8; esBAF inh: 0; INS-1E GSIS act: -37; Xi reactivation: 0.0; CFTR F508del cor: 1.1; RAD52 anneal inh: -26

What do the screens show for `COc1ccc(C2OC[C@H]3O[C@H](O)[C@H](NC(C)=O)[C@@H](O)[C@@H]3O2)cc1` (stereo partly specified)?
RAD54 branch: -25; ARNT TACC3 PPI: -4; esBAF inh: 4; INS-1E GSIS act: 1; ERAP1 inh: 0; Xi reactivation: 0.0; CFTR F508del cor: -4.7; RAD52 anneal inh: -9

Results for CNc1ccncc1S(=O)(=O)NC ?
RAD54 branch: 0; ARNT TACC3 PPI: -4; esBAF inh: -1; INS-1E GSIS act: 11; Xi reactivation: 0.4

What do the screens show for `CC1CCCC/C1=N\NC(=S)Nc1ccccc1` (stereo unspecified)?
RAD54 branch: 1; ARNT TACC3 PPI: 8; esBAF inh: -2; INS-1E GSIS act: 5; ERAP1 inh: 0; Xi reactivation: 0.0; CFTR F508del cor: -2.2; RAD52 anneal inh: -18

What do the screens show for `COc1ccc(S(=O)(=O)Nc2ccc3c(c2)CC(=O)N([C@H](C)CO)C[C@H](C)[C@@H](CN(C)C(=O)Nc2ccc(C(F)(F)F)cc2)O3)cc1`?
RAD54 branch: 5; ARNT TACC3 PPI: -4; esBAF inh: 2; INS-1E GSIS act: -8; ERAP1 inh: 1; Xi reactivation: 0.0; CFTR F508del cor: -2.4; RAD52 anneal inh: 18

Results for Cc1ccc(OCC(O)Cn2c3ccccc3c3ccccc32)cc1 (stereo unspecified) ?
RAD54 branch: 0; ARNT TACC3 PPI: -2; esBAF inh: -1; INS-1E GSIS act: 25

Results for CCCCOCCCNC(=O)C[C@@H]1C[C@@]2(C(=O)OC)CCCCC=C2N(Cc2ccccc2)C1=O ?
INS-1E GSIS act: 6; ERAP1 inh: 2; Xi reactivation: 0.2; CFTR F508del cor: -1.5; RAD52 anneal inh: -13

What do the screens show for `Cc1ccccc1S(=O)(=O)N(C)C[C@H]1OCc2ccccc2-c2ccccc2C(=O)N([C@@H](C)CO)C[C@H]1C`?
RAD54 branch: 4; ARNT TACC3 PPI: 0; esBAF inh: -1; INS-1E GSIS act: -21; ERAP1 inh: 0; Xi reactivation: -0.4; CFTR F508del cor: 2.4; RAD52 anneal inh: 4

Results for O=C(COC(=O)c1ccc(-n2cnnn2)cc1)c1ccc(Br)cc1 ?
RAD54 branch: 8; ARNT TACC3 PPI: 1; esBAF inh: 29; INS-1E GSIS act: 10; ERAP1 inh: 3; Xi reactivation: -0.1; CFTR F508del cor: -0.3; RAD52 anneal inh: -16

Results for O=C(Nc1ccc(O)cc1C(=O)O)c1ccc2c(c1)C(=O)N(Cc1ccco1)C2=O ?
RAD54 branch: -1; ARNT TACC3 PPI: -1; esBAF inh: 15; INS-1E GSIS act: -16

How did COc1ccccc1C1NC(=O)CCC1[N+](=O)[O-] (stereo unspecified) do in these assays?
RAD54 branch: -6; ARNT TACC3 PPI: -1; esBAF inh: -6; INS-1E GSIS act: 11; ERAP1 inh: 4; Xi reactivation: 0.0; CFTR F508del cor: 2.2; RAD52 anneal inh: -9

How did Cc1cc(N2CCN(C(=O)OC(C)(C)C)C[C@@H]2C)ccc1N1C[C@@H](C)O[C@@H](C)C1 do in these assays?
ERAP1 inh: 4; Xi reactivation: 0.5; CFTR F508del cor: -1.8; RAD52 anneal inh: -12

How did C[C@H](CO)N1C[C@H](C)[C@H](CN(C)S(=O)(=O)c2ccccc2F)Oc2cc(C#Cc3cccc(F)c3)ccc2S1(=O)=O do in these assays?
RAD54 branch: 5; ARNT TACC3 PPI: -7; esBAF inh: 6; ERAP1 inh: 4; Xi reactivation: 0.0; CFTR F508del cor: 1.6; RAD52 anneal inh: -2

Results for CCCS(=O)(=O)NC(=O)C1(C)CCCN(C(=O)C(C)(C)Oc2ccc(Cl)cc2)C1 (stereo unspecified) ?
RAD54 branch: 6; esBAF inh: 0; INS-1E GSIS act: 7; ERAP1 inh: 12; Xi reactivation: 0.2; CFTR F508del cor: 0.9; RAD52 anneal inh: 4

How did COc1ccc(N=Cc2c(C)[nH][nH]c2=O)cc1 do in these assays?
RAD54 branch: -2; ARNT TACC3 PPI: 3; esBAF inh: 6; INS-1E GSIS act: -1; ERAP1 inh: 4; Xi reactivation: 0.0; CFTR F508del cor: 0.3; RAD52 anneal inh: -3

Results for C[C@@H]1CN([C@@H](C)CO)C(=O)c2cc(NC(=O)Cn3cnnn3)ccc2O[C@H]1CN(C)C(=O)NC1CCCCC1 ?
RAD54 branch: -10; ARNT TACC3 PPI: -2; esBAF inh: 5; INS-1E GSIS act: 26; ERAP1 inh: 10; Xi reactivation: 0.2; CFTR F508del cor: -0.2; RAD52 anneal inh: -32

How did CCCNC(=O)N1CC2(CCN(C(=O)C3CCCCC3)CC2)c2c([nH]c3cc(OC)ccc23)[C@@H]1CO do in these assays?
INS-1E GSIS act: -14; ERAP1 inh: 1; Xi reactivation: 0.1; CFTR F508del cor: 1.3; RAD52 anneal inh: -1

What do the screens show for `CCN1CCN(S(=O)(=O)c2ccc(Cl)c(C(=O)N(CC(C)C)C3CCS(=O)(=O)C3)c2)CC1` (stereo unspecified)?
RAD54 branch: -11; ARNT TACC3 PPI: -5; esBAF inh: 2; ERAP1 inh: 13; Xi reactivation: 0.1; CFTR F508del cor: -2.5; RAD52 anneal inh: -16

What do the screens show for `COc1c(C)cc(C(O)c2ncc(-c3cccc(F)c3)[nH]2)cc1C` (stereo unspecified)?
RAD54 branch: 4; esBAF inh: -6; INS-1E GSIS act: -10; ERAP1 inh: -3; Xi reactivation: 0.0; CFTR F508del cor: -0.2; RAD52 anneal inh: -39

Gathered by group, the entries above containing an NH in an aromatic ring (5)
Results for O=C(Nc1cccc2[nH]c([C@H]3C[C@H](O)[C@@H](CO)O3)nc12)NC(c1ccccc1)c1ccccc1 ?
RAD54 branch: 0; esBAF inh: -7; INS-1E GSIS act: 8; Xi reactivation: 0.1; CFTR F508del cor: 2.6; RAD52 anneal inh: -28

What do the screens show for `COc1ccc(C(C(=O)NC2CCCCC2)N(C(=O)Cc2c[nH]c3ccccc23)c2ccccc2)cc1OC` (stereo unspecified)?
RAD54 branch: -1; ARNT TACC3 PPI: 9; INS-1E GSIS act: -37; Xi reactivation: 0.0

How did COc1ccc(N=Cc2c(C)[nH][nH]c2=O)cc1 do in these assays?
RAD54 branch: -2; ARNT TACC3 PPI: 3; esBAF inh: 6; INS-1E GSIS act: -1; ERAP1 inh: 4; Xi reactivation: 0.0; CFTR F508del cor: 0.3; RAD52 anneal inh: -3

How did CCCNC(=O)N1CC2(CCN(C(=O)C3CCCCC3)CC2)c2c([nH]c3cc(OC)ccc23)[C@@H]1CO do in these assays?
INS-1E GSIS act: -14; ERAP1 inh: 1; Xi reactivation: 0.1; CFTR F508del cor: 1.3; RAD52 anneal inh: -1

What do the screens show for `COc1c(C)cc(C(O)c2ncc(-c3cccc(F)c3)[nH]2)cc1C` (stereo unspecified)?
RAD54 branch: 4; esBAF inh: -6; INS-1E GSIS act: -10; ERAP1 inh: -3; Xi reactivation: 0.0; CFTR F508del cor: -0.2; RAD52 anneal inh: -39
